Screening data (PubChem BioAssay)
H37Rv inhibition = M. tuberculosis growth inhibition, HTS (AID 449762). 330,000 tested, 0.59% active. M. tuberculosis H37Rv growth inhibition, 7H9 media; higher % means a stronger effect. one-dose inhibition, % at 25 µM; IC50 in µM for titrated hits; in the data active = a potency from the dose series; inconclusive = inhibition above about 70% without an active follow-up result;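 also: bacterial growth assessed after seven days of incubation; strong numbers were not always called active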
H1N1 NS1A inhibition = H1N1 influenza NS1A inhibitors, functional cell based assay (AID 504329). NS1A functional cell-based assay, percent inhibition; higher % means a stronger effect. inhibition, % at 12.5 µM, or IC50 in µM where a hit was titrated. 340,000 tested, 0.3% active; in the data active = a potency from the dose series; inconclusive = inhibition above about 27% without an active follow-up result; also: strong numbers were not always called active
inhibitors of VEEV = inhibitors of VEEV TC-83 cytopathic effect, confirmation, Vero cells (AID 588727) | inhibition, % at 20 µM; hits with a dose series show IC50 in µM | 350,000 tested, 0.13% active | Vero cells, VEEV TC-83 cytopathic effect inhibition; higher % means a stronger effect; in the data active = a potency from the dose series; inconclusive = inhibition mostly from about 14% at the one dose, without a potency; inactive = the rest, 99 in 100 with inhibition below about 12%; also: strong numbers were not always called active
Salmonella PhoP GFP = PhoP regulon inhibitors, Salmonella typhi PhoP promoter GFP reporter, confirmatory (AID 1850); Salmonella Typhi PhoP-promoter GFP reporter, fluorescence, 4 h; higher % means a stronger effect; inhibition, % at 50 µM; hits with a dose series show IC50 in µM; 310,000 tested, 0.33% active; in the data active = a potency from the dose series; inconclusive = inhibition mostly from about 25% at the one dose, without a potency; inactive = the rest, 99 in 100 with inhibition below about 19%;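 also: 0% = induced wells with vehicle and 100% = uninduced wells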
M. tuberculosis = growth inhibition of non-replicating M. tuberculosis (AID 488890); inhibition, % at 25 µM; hits with a dose series show IC50 in µM; 320,000 tested, 0.39% active; Mycobacterium tuberculosis non-replicating, growth inhibition; higher % means a stronger effect; in the data active = a potency from the dose series; inconclusive = inhibition mostly from about 82% at the one dose, without a potency; inactive = the rest, 99 in 100 with inhibition below about 76%;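 also: plate controls were DMSO cells for no effect and high antibiotic wells for full effect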
inhibitors of VEEV 10K pilot screen = second read-out of inhibitors of VEEV, no call of its own (marks repeat the call); inhibition, %; measured here: 10K pilot screen inhibition
Active calls of the source: *; i = inactive; ? = inconclusive; nt = no result given.

SMILES | H37Rv inhibition | H1N1 NS1A inhibition | inhibitors of VEEV | Salmonella PhoP GFP | M. tuberculosis | others
CC(=O)OC(c1nc2ccccc2c(=O)n1C1CC2(OC1=O)c1ccccc1N1C(=O)C(C)(C)N(O)C12)C(C)C (stereo not drawn) | -6% | 7% | 5.1% | 7% | 1%
OC[C@@H](O)[C@@H](O[C@H]1O[C@H](CO)[C@@H](O)[C@H](O)[C@H]1O)[C@H](O)[C@@H](O)CO | -6% | 1% | 0.3% | -2% | 8%
CC(=O)C(CC(=O)N1CCCC1)C(=O)Nc1ccc(Cl)cc1 (stereo not drawn) | 6% | -3% | 3.0% | nt | 4%
Cc1ccccc1C(=O)Nc1sc2c(c1C(=O)O)CCC2 | -1% | -7% | 2.5% | -6% | -13%
CS/C(=N\S(=O)(=O)c1cccs1)Nc1ccc(F)c(Cl)c1 | -5% | -7% | i | 3% | 33%
Cc1ccc(NC(=O)CNC(=O)c2sc3ccccc3c2Cl)nc1 | -7% | -7% | 7.1% | -6% | -3%
O=C(CSc1n[nH]c(=O)[nH]c1=O)NC1CCCCC1 | 6% | -4% | 0.2% | 5% | 3%
Cc1nnc(SC(C)C(=O)Nc2ccc3ccccc3c2)[nH]c1=O (stereo not drawn) | ? | -2% | 0.6% | 7% | 62%
COc1ccc(NC(=O)CN(C)C(=O)Cn2cnc3c2c(=O)n(C)c(=O)n3C)cc1 | 0% | -12% | 0.3% | -3% | -1%
COc1cc2c(cc1OC)C(=O)CC(C)S2 (stereo not drawn) | -15% | -7% | 1.8% | 0% | -7%
CCCN(CCC)S(=O)(=O)c1cc2c(cc1Br)CCN2C(=O)CC | nt | 11% | 7.9% | nt | nt
Cc1ccc(SCc2cc(-c3ccc(Cl)cc3)on2)cc1 | -8% | 0% | 1.2% | -8% | 72%
C=CCOCCN(C)C1=NS(=O)(=O)c2cc([N+](=O)[O-])ccc21 | 20% | 2% | 1.2% | 2% | 18%
CC1CCN(CC(=O)Nc2nc(-c3ccccc3)cs2)CC1 | ? | -6% | 1.5% | 8% | 28%
Cc1ccc(S(=O)(=O)N2CCN(C(C)C(=O)Nc3ccccc3-c3ccccc3)CC2)cc1 (stereo not drawn) | -2% | -10% | 1.7% | -7% | -13%
Nn1cc(-c2ccccc2)nc1SCC(=O)N1CCN(S(=O)(=O)c2ccc3ccccc3c2)CC1 | -1% | 8% | 0.4% | -12% | -4%
CCCCN1C(=O)c2ccc(C(=O)N(C)CC(=O)Nc3ccc(OCC)c(OCC)c3)cc2C1=O | 8% | 0% | 1.7% | nt | -11%
O=C(O)Cn1cc(CN2CCOCC2)c2ccccc21 | 6% | 2% | 1.1% | 1% | -7%
COc1ccc2[nH]cc(CCNC(=O)Cc3ccc(F)cc3)c2c1 | 2% | 0% | 0.5% | -1% | 56%
CC(C)(C)NC(=O)C(c1ccccn1)N(C(=O)c1csnn1)C1CCCCC1 (stereo not drawn) | 1% | -4% | i | -1% | 15%
COCC(C)n1c(C)cc(C(=O)COC(=O)c2c(C)nn(-c3ccccc3)c2C)c1C (stereo not drawn) | -2% | -1% | i | 4% | 44%
CCCCNC(=O)Cn1cnc2c(cnn2-c2ccc(C)cc2)c1=O | 5% | -29% | 0.6% | 6% | -10%
COc1cccc(Nc2nc(CN3CCOCC3)nc3sc4c(c23)CCCC4)c1 | 12% | -1% | 7.5% | 7% | 19%
CC1(C(=O)OCC(=O)c2c[nH]c3ccccc23)CC1(Cl)Cl (stereo not drawn) | -1% | -10% | i | 2% | 13%
Cc1cc(S(=O)(=O)N2CCC(N3CCCCC3)CC2)ccc1-n1cnnn1 | -1% | 0% | i | -2% | 17%
C=CCNC(=O)c1sc(=S)n(-c2ccc(C(=O)OCC)cc2)c1N | 3% | -25% | 0.6% | 2% | 73%
CCCc1nn(C)c(C(=O)Nc2cccc(CC)c2)c1Cl | -2% | 17% | 0.2% | -5% | 22%
Cc1onc(-c2c(Cl)cccc2Cl)c1C(N)=S | 1% | 2% | 0.4% | -2% | -5%
O=C(CSc1ccccn1)c1ccc2c(c1)OCO2 | 7% | -2% | 2.2% | -8% | 69%
Cc1nc(NC(CC(C)C)C(=O)O)c2nc(C)oc2n1 (stereo not drawn) | 1% | -11% | 4.8% | -14% | 8%
CC(=O)c1c(C)c[nH]c1C | 4% | -8% | 0.3% | 10% | -26%
CC(=O)[C@@H]1[C@@H]2C(=O)N(C3CCCCC3)C(=O)[C@@H]2C2c3ccccc3C=CN21 (stereo partly drawn) | 7% | nt | nt | -4% | 40%
O=C(O)c1ccc(COc2ccccc2Cl)cc1 | 1% | -20% | 0.3% | -6% | 15%
CN(C)/N=C/c1ccc(OS(=O)(=O)c2ccccc2)cc1 | 7% | 6% | 1.6% | -3% | 9%
Cc1cccc(NC(=O)Nc2ccc(Cl)c(Cl)c2)n1 | 1% | 3% | i | 10% | 37%
COc1ccc(-n2cc(CNCCCn3ccnc3)c(-c3cccc(F)c3)n2)cc1 | ? | 0% | 22% | 10% | ?
Cc1cc(/C=C2\SC(N)=NC2=O)c(C)n1-c1ccccc1 | -4% | -3% | 4.2% | 6% | 15%
CCN1CCN(CC(=O)c2cc(OC)c(OC)c(OC)c2)CC1 | 2% | -12% | 1.6% | 8% | 6%
CNc1oc(-c2ccco2)nc1C#N | 1% | 1% | 1.0% | -4% | -6%
CCc1c(C(=O)N/N=C/c2sccc2C)nnn1-c1nonc1N | 8% | 13% | 2.5% | 8% | -20%
COC(=O)Cn1nc(-c2ccccc2)c2ccccc2c1=O | 65% | -20% | 0.7% | -14% | 11%
COc1ccccc1C(=O)NCCC(=O)Nc1cccnc1 | -2% | 3% | 0.9% | 2% | -3%
CCOC(=O)C1CCN(Cc2ccccc2C(F)(F)F)CC1 | -5% | -7% | 1.5% | -6% | 0%
CSCCC(NC(=O)C12CC3CC(CC(C3)C1)C2)C(=O)OCC(=O)c1ccccc1 (stereo not drawn) | -4% | -2% | i | -10% | 5%
C=CCNC(=O)c1onc(CSc2ccc(OC)cc2)c1C(=O)O | 5% | -1% | 0.4% | 3% | -12%
CC(=O)Nc1c(C)ccc2nsnc12 | 1% | -8% | 6.8% | 1% | -9%
CCSC1=NC(C)(C)C=C(/C=C/c2ccc(Cl)cc2Cl)N1 | 47% | 4% | ? | -3% | 59%
CCOc1cc(CNc2ccc3cn[nH]c3c2)ccc1OC | ? | 8% | 1.7% | 0% | 32%
Cc1cccc(-c2nc(S(=O)(=O)c3ccccc3)c(N3CCOCC3)o2)c1 | 10% | -5% | 3.4% | 7% | -4%
Cc1cc(C)c(S(=O)(=O)c2ccccc2Cl)c(=O)[nH]1 | 2% | 10% | 1.5% | -7% | -12%
Cc1cc2occ(CC(=O)O)c2cc1C | -3% | -3% | 1.1% | -2% | 4%
Cc1cccc(C(=O)N[C@H](C(=O)Nc2nnc(C3CC3)s2)C(C)C)c1 | 0% | 2% | i | -7% | -8%
O=C(c1ccc(F)cc1)N1CCC(C(=O)N2CCN(S(=O)(=O)c3cccc([N+](=O)[O-])c3)CC2)CC1 | 1% | -5% | 0.4% | -2% | -17%
CCOC(CNC(=O)c1nnc(Cc2cc(OC)c(OC)c(OC)c2)o1)OCC | -9% | 11% | 1.6% | -4% | 1%
O=C(NCC(=O)N1CCOCC1)c1ccc(Br)cc1 | -13% | -14% | 0.3% | -6% | -9%
COc1ccc(CC(=O)NCC2CCCN(Cc3ccc(F)cc3F)C2)cc1 (stereo not drawn) | -3% | -7% | i | 2% | -6%
CC(C)CN(CC(C)C)CC(O)CN(c1ccccc1)S(=O)(=O)c1ccccc1[N+](=O)[O-] (stereo not drawn) | -7% | 14% | i | 6% | 33%
CCNC(=O)CN(C1CCCCC1)S(=O)(=O)c1ccc(F)cc1 | -9% | -6% | 0.2% | 1% | -7%
CNC(=O)c1ccsc1NC(=O)CCS(=O)(=O)c1ccc(C)cc1 | 3% | 2% | 1.3% | -2% | 15%
CC(C)(C)C(=O)N1CCN(c2ccc(NC(=O)c3ccc4c(c3)OCCO4)cc2)CC1 | 9% | -6% | 5.8% | 2% | 0%

Already shown: 2 of the compounds above.
SMILES | H37Rv inhibition | H1N1 NS1A inhibition | inhibitors of VEEV | Salmonella PhoP GFP | M. tuberculosis | others
CNC(=O)c1ccsc1NC(=O)CCS(=O)(=O)c1ccc(C)cc1 | 3% | 2% | 1.3% | -2% | 15%
CC(C)(C)C(=O)N1CCN(c2ccc(NC(=O)c3ccc4c(c3)OCCO4)cc2)CC1 | 9% | -6% | 5.8% | 2% | 0%

Remaining list, next part
SMILES | H37Rv inhibition | H1N1 NS1A inhibition | inhibitors of VEEV | Salmonella PhoP GFP | M. tuberculosis | others
O=C1CC(c2cc3c(cc2Br)OCO3)C2=C(CCCC2=O)N1 (stereo not drawn) | -4% | 2% | 1.7% | 0% | -25%
N#Cc1ccc(CSc2nnc(-c3c[nH]c4ccccc34)n2-c2ccccc2)cc1 | -2% | -2% | 4.8% | 2% | 19%
CC1CCc2c(sc3nc(C(C)(C)C)nc(N4CCN(C(=O)CCl)CC4)c23)C1 (stereo not drawn) | ? | 6% | i | -4% | ?
CC[C@H](C)[C@H](NC(N)=O)C(=O)NCCc1ccc(Cl)cc1 | -7% | -3% | 2.5% | -5% | -5%
CC(C(=O)Nc1ccccc1-c1ccccc1)N1CCCCC1 (stereo not drawn) | 52% | -30% | i | -2% | 62%
Cc1ccc(C(=O)N2NC(c3ccc(F)cc3)C3C(=O)N(c4ccc(C)c(C)c4)C(=O)C32)cc1 (stereo not drawn) | -17% | -1% | i | -11% | -4%
Cn1cnnc1SC/C(O)=C(\C#N)c1nc2ccccc2[nH]1 | 3% | -3% | 1.1% | -2% | -20%
c1ccc(CNc2nc(CN3CCOCC3)nc3scc(-c4ccccc4)c23)cc1 | nt | -4% | i | -4% | ?
COc1ccc(/C(O)=C2/C(=O)C(=O)N(CCN(C)C)C2c2ccc(F)cc2)cc1Cl (stereo not drawn) | -1% | 6% | 2.1% | 10% | -2% | inhibitors of VEEV 10K pilot screen=1.3
COc1cc2cc(C)c(SCC(=O)N3CCN(C(=O)c4ccco4)CC3)nc2cc1OC | 7% | 17% | 8.5% | -9% | 5%
CC1(C)C(=O)OC(C(=O)c2ccccc2)C(C)(C)C1=O (stereo not drawn) | 0% | 1% | 0.1% | 14% | -6%
COCCNC(=O)CSc1nnc2c(Cl)cc(Cl)cn12 | -3% | 5% | 0.6% | -8% | -6%
Cc1cc(/C=C2\NC(=O)NC2=O)c(C)n1-c1ccc(N2CCOCC2)cc1 | 10% | 4% | 3.5% | 1% | 79%
O=C(COC(=O)c1ccc2c(c1)OCO2)NCc1ccc2c(c1)OCO2 | -9% | 1% | i | 2% | 2%

Molecules above containing an NH in an aromatic ring:
SMILES | H37Rv inhibition | H1N1 NS1A inhibition | inhibitors of VEEV | Salmonella PhoP GFP | M. tuberculosis | others
O=C(CSc1n[nH]c(=O)[nH]c1=O)NC1CCCCC1 | 6% | -4% | 0.2% | 5% | 3%
Cc1nnc(SC(C)C(=O)Nc2ccc3ccccc3c2)[nH]c1=O (stereo not drawn) | ? | -2% | 0.6% | 7% | 62%
COc1ccc2[nH]cc(CCNC(=O)Cc3ccc(F)cc3)c2c1 | 2% | 0% | 0.5% | -1% | 56%
CC1(C(=O)OCC(=O)c2c[nH]c3ccccc23)CC1(Cl)Cl (stereo not drawn) | -1% | -10% | i | 2% | 13%
CC(=O)c1c(C)c[nH]c1C | 4% | -8% | 0.3% | 10% | -26%
CCOc1cc(CNc2ccc3cn[nH]c3c2)ccc1OC | ? | 8% | 1.7% | 0% | 32%
Cc1cc(C)c(S(=O)(=O)c2ccccc2Cl)c(=O)[nH]1 | 2% | 10% | 1.5% | -7% | -12%
N#Cc1ccc(CSc2nnc(-c3c[nH]c4ccccc34)n2-c2ccccc2)cc1 | -2% | -2% | 4.8% | 2% | 19%
Cn1cnnc1SC/C(O)=C(\C#N)c1nc2ccccc2[nH]1 | 3% | -3% | 1.1% | -2% | -20%
